From PubChem BioAssay
SDO1 yeast rescue = growth rescue of sdo1-depleted yeast, primary screen, S. cerevisiae, bone marrow failure model. S. cerevisiae sdo1-depleted JHY4D growth rescue, OD600 30 h; active compounds read high; pdr5 snq2 efflux-pump mutant strain. z-score at 10 µM. 140,000 tested, 0.21% active. AID 817, 2007;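 active = z-score above 3 at both the 24 hr and the 30 hr optical density reads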;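 note: z-score against mean and SD of all compound wells on the same plate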
INS promoter inh = inhibitors of insulin promoter-driven GFP, primary screen, imaging, TRM-6 cells (human fetal islet line), eGFP reporter, cell count. reporter expression induced with tamoxifen. AID 1273, 2008. inhibition, % at 2 µM. 130,000 tested, 0.9% active;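 active = inhibition above the mean plus 3 SD, with well images judged a real hit on visual review, cut at about 60% in these data, passing the limit was not always enough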
SDO1 yeast rescue Rescue 24 h = also measured in SDO1 yeast rescue; calls as there; z-score; S. cerevisiae sdo1-depleted JHY4D growth rescue, OD600; measured here: growth rescue at 24 h;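 0 is the plate mean of compound wells and units are plate SD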
An asterisk follows results filed as active; . = not tested or not shown.

SDO1 yeast rescue | Molecule | SDO1 yeast rescue Rescue 24 h | INS promoter inh
-1 | Cn1c(-c2c(N)n(CCc3ccccc3)c3nc4ccccc4nc23)nc2ccccc21 | -0.52 | 1
-1.1 | Cc1cc(NC(=O)c2oc3ccccc3c2C)ccc1-n1cnnn1 | -1.1 | 18
-0.22 | COC(=O)c1[nH]c2cc(OC)ccc2c1NC(=O)c1ccc2c(c1)OCO2 | -0.27 | .
0.01 | COCc1cc(C)nc2sc(C(=O)OC(C)C)c(N)c12 | 0.59 | 71
-0.13 | Cc1ccc(C)n1-c1sccc1C(=O)O | 0.25 | -7
1.5 | CCOC(=O)N1CCC(Nc2c(N3CCN(c4cccc(C(F)(F)F)c4)CC3)c(=O)c2=O)CC1 | 1.3 | .
-0.36 | CNc1nc(N)c([N+](=O)[O-])c(NCCO)n1 | -1.1 | 52
1.1 | O=C(CN1C(=O)CSC1=O)Nc1ccccc1F | 0.7 | .
-0.1 | CC(C)(C)c1cc(CN2CCN(CCC#N)CC2)cc(C(C)(C)C)c1O | -0.9 | .
-1.2 | COc1ccc(Cl)c(NC(=O)NCCN2CCN(c3ccccc3)CC2)c1 | -0.53 | 57
0.27 | S=C(Nc1ccccc1)Nc1nc2ccccc2n1CCOc1ccccc1 | -0.15 | 8
-1.2 | O=C(CCCN1C(=O)c2ccccc2C1=O)Nc1ccc(S(=O)(=O)N2CCCCC2)cc1 | -1.1 | 7
1.2 | CCOC(=O)N1CCN(S(=O)(=O)c2ccc(C(=O)NNc3nc4c(C)cc(C)cc4s3)cc2)CC1 | 1.5 | 17
0.78 | CCOC(=O)N1CCN(C(=O)CSCc2ccccc2Cl)CC1 | 0.57 | .
1.9 | CNC(=O)c1ccc(Nc2nnc(C)c3ccccc23)cc1 | 2.4 | 55

Reprinted from the part before: three entries, then new ones.
SDO1 yeast rescue | Molecule | SDO1 yeast rescue Rescue 24 h | INS promoter inh
1.2 | CCOC(=O)N1CCN(S(=O)(=O)c2ccc(C(=O)NNc3nc4c(C)cc(C)cc4s3)cc2)CC1 | 1.5 | 17
0.78 | CCOC(=O)N1CCN(C(=O)CSCc2ccccc2Cl)CC1 | 0.57 | .
1.9 | CNC(=O)c1ccc(Nc2nnc(C)c3ccccc23)cc1 | 2.4 | 55
-0.69 | Cc1nn(-c2ccccn2)c2nc(-c3cccs3)cc(C(=O)N3CCOCC3)c12 | -1.1 | 15
-0.88 | CCn1c(SCC(=O)N2CCOCC2)nc2sc3c(c2c1=O)CCCC3 | -0.31 | .
2.2 | COc1ccc(NC(=S)NCc2ccc(S(N)(=O)=O)cc2)c(OC)c1 | 3.2 | 21
1.2 | Cc1ccc(N2CCN(CC3CC=CCC3)CC2)cc1 (configuration not stated) | 1.1 | .
0.57 | Cc1nc2ccc(-c3ccccc3)cc2o1 | 0.09 | .
0.07 | COC(=O)c1ccc(S(=O)(=O)NNC(=O)COc2ccc(C)cc2)cc1 | -0.53 | 0
-1.7 | CCn1c(-c2ccc(C)cc2)nn(CC(=O)NCCc2ccccc2)c1=S | -2 | -49
-0.18 | COc1ccccc1N1CCN(C(=O)c2cc(N3C(=O)C4C5CCC(C5)C4C3=O)ccc2Cl)CC1 (configuration not stated) | -0.59 | 27
-0.88 | COc1ccc(-n2c(-c3ccc(F)cc3)cnc2SCC(=O)NCc2ccco2)cc1 | -0.18 | -32
1.6 | COc1ccc(/C=C2\SC(=S)N(CC(=O)Nc3nnc(C)s3)C2=O)cc1 | 3.4 | 37
0.83 | O=C(Nc1ccc(NC(=O)C2CC2)nc1)c1cccnc1 | 0.58 | .
. | CSCc1cc(N2CCCC2)nc(-c2ccccc2)n1 | . | 0
0.42 | O=C(CCC(=O)OCC(=O)c1cccc([N+](=O)[O-])c1)Nc1cccc(Cl)c1Cl | 0.32 | .
-0.03 | COC(=O)CSc1nc(NCC(C)C)nc(N2CCOCC2)n1 | 0.65 | 56
0.36 | O=C(O)CCCC(=O)Nc1ccccc1C(=O)N1CCCC1 | -0.42 | 29
-0.54 | COc1ccc(-c2csc(-n3ncc(-c4cccs4)c3N)n2)cc1 | 1.3 | .
0.49 | O=C(CSc1ccccn1)N1CCOCC1 | 0.22 | .
. | CCCOC(=O)Nc1cc(OC)ccc1[N+](=O)[O-] | . | 63
0.53 | CC1CC(C(F)(F)F)n2ncnc2N1 (configuration not stated) | 0.71 | -8
. | Cc1ccc(S(=O)(=O)NNC(=O)c2cccnc2)cc1 | . | 18
-0.73 | Cc1ccsc1C1Nc2ccc3ncccc3c2C2=C1C(=O)CCC2 (configuration not stated) | -1.5 | -23
-0.87 | Cc1ccc(NCc2nnc(SCC(=O)N3CCCc4ccccc43)o2)c(C)c1 | -0.32 | .
-0.78 | O=c1[nH]c2cc3c(cc2cc1CN(CC1CCCO1)S(=O)(=O)c1ccccc1)OCCO3 (configuration not stated) | -0.11 | 37
0.83 | CCOC(=O)C1C(=O)NC(N2CCCCC2)=NC1c1ccccc1 (configuration not stated) | 0.22 | 6
. | CNC1=CC(=O)CC(c2ccccc2)C1 (configuration not stated) | . | -7
0.43 | COc1nccnc1NS(=O)(=O)c1ccc(NC(=S)NC(=O)c2ccc(F)cc2)cc1 | -0.07 | 10
-0.85 | Cc1ccc(-c2nc(NC(=O)c3ccc(S(=O)(=O)N(CCC#N)CCC#N)cc3)sc2-c2ccccc2)cc1 | -0.32 | .
0.81 | C=CCNS(=O)(=O)CC12CCC(CC1=O)C2(C)C (configuration not stated) | 0.41 | 19
. | Cc1ccc(-c2nnn(CC(=O)N(c3cccc(F)c3)C(C(=O)NC(C)(C)C)c3ccco3)n2)o1 (configuration not stated) | . | -93
. | O=C(/C=C/c1ccc(F)cc1)N1CCCc2ccccc21 | . | -48
0.04 | COc1cccc(OC)c1NC(=O)C1CCCN1C(=O)NCc1ccccc1 (configuration not stated) | -0.47 | .
-2.6 | COc1ccc(-c2oc3ncnc(NCCN4CCOCC4)c3c2-c2ccc(OC)cc2)cc1 | -1.9 | .
. | O=C(CCc1ccccc1)Nc1nnc(-c2ccc3c(c2)OCCO3)o1 | . | 20
. | CCN(c1ccccc1)S(=O)(=O)c1ccc(C(=O)NCC(c2cccs2)N(C)C)cc1 (configuration not stated) | . | 53
0.73 | O=C(NC1CCCCC1)C12CC3CC(CC(Cl)(C3)C1)C2 | 0.9 | .
0.98 | Cc1ccc(S(=O)(=O)CC2CSc3nc(N)cc(=O)n32)cc1 (configuration not stated) | 1.2 | .
0.45 | Cc1noc(C)c1C(=O)NCCc1ccccc1 | -0.59 | -6
-1.2 | CCc1ccc2c(c1)cc(CN(C(=S)Nc1ccccc1)C1CC1)c1nnnn12 | -0.18 | .
0.83 | COC(=O)Cc1ccc(NC(=S)NNC(=O)c2ccccc2Br)cc1 | 0.12 | .
. | COc1ccc(-n2c(=O)c3c(C)c(C)sc3n(Cc3ccc(F)cc3)c2=O)c(OC)c1 | . | 12
-1.5 | COc1cccc(-c2cc(C(=O)Nc3ccc4c(c3)OCCO4)c3ccccc3n2)c1 | -0.29 | 14
. | CN(CC(O)Cn1c2ccccc2c2ccccc21)S(C)(=O)=O (configuration not stated) | . | -71
0.76 | Cc1ccc(-c2nn[nH]n2)cc1 | 0.02 | -18
-0.23 | Cc1c(C(=O)Nc2ccccc2)csc1-c1ccccc1 | 0.48 | -38
1.1 | O=S(=O)(c1ccc(Br)s1)n1cccn1 | 0 | .
-0.72 | CCC(C)Sc1nc2c(c(=O)[nH]c(=O)n2C)n1CC(O)COc1ccccc1C (configuration not stated) | -0.2 | 15
-0.04 | COCCn1c(SCc2ccc(C(=O)OC)o2)nnc1-c1c[nH]c2ccccc12 | -0.35 | .
0.66 | O=C(Nc1nccs1)c1cc(Cl)ccc1[N+](=O)[O-] | -0.25 | .
-0.19 | O=C(C1CCCN1S(=O)(=O)c1ccc(Cl)c(Cl)c1)N1CCOCC1 (configuration not stated) | -0.21 | 21
-0.57 | Cc1cc(C)n2nc3nc(N4CCCCC4)nc(-c4ccco4)c3c2n1 | -1.3 | .
0.25 | CCC(C)(C)n1nnnc1C(c1cc2ccc(OC)cc2[nH]c1=O)N1CCCCC1 (configuration not stated) | 1 | -26
-0.51 | O=[N+]([O-])c1cc(C(F)(F)F)ccc1NCCOc1ccccc1 | -0.41 | 0
0.13 | Cc1ccc(-c2noc(CCC(=O)NCCN3CCc4ccccc4C3)n2)cc1 | -0.29 | -100
-0.01 | Cn1c(=O)c2cc(S(=O)(=O)NCCC(=O)NCC3CCCO3)ccc2n(C)c1=O (configuration not stated) | -0.52 | 18
-1.1 | COc1ccc(C2C3C(=O)N(Cc4ccccc4)C(=O)C3ON2c2ccccc2)c(OC)c1OC (configuration not stated) | -0.5 | .
0.2 | O=C(CSc1nnc(-c2ccccc2)n1Cc1ccccc1)NC1CC1 | 0.39 | -45
. | Cc1cnc(CN2CCc3c([nH]c4ccccc34)C2CC(C)C)[nH]1 (configuration not stated) | . | -43
. | COc1ccccc1CNC(=O)C(C)c1ccc([N+](=O)[O-])cc1 (configuration not stated) | . | 35
0.37 | Cc1ccc(C(=O)N[C@H](C(=O)OCc2cc(=O)n3c(n2)sc2ccccc23)C(C)C)cc1 | 1.3 | .
-2.1 | N#Cc1c2n(c3c(=O)n(CC(=O)c4ccc(Br)cc4)cnc13)CCCC2 | -1.8 | -58

(continued)
SDO1 yeast rescue | Molecule | SDO1 yeast rescue Rescue 24 h | INS promoter inh
-0.5 | CCn1c(SCc2cccnc2)nc2c1c(=O)n(C)c(=O)n2C | -1.3 | .
. | CN(C)CCCN1C(=O)C(=O)/C(=C(/O)c2ccc3c(c2)OCO3)C1c1ccco1 (configuration not stated) | . | 46
-0.54 | COc1ccc(CNC(=O)CCOc2ccc(C(C)(C)C)cc2)cc1 | -0.44 | 24
0.82 | Cc1cc(C)nc(N/N=C/c2cccc3ccccc23)n1 | 0.81 | .
1.2 | Oc1ccc(-c2n[nH]c(=S)n2Cc2ccco2)cc1 | 0.99 | 26
0.11 | COC(=O)c1ccc(-n2nnnc2SCc2ccccc2OC)cc1 | -0.01 | -71
-0.25 | CN1C(=O)c2cccc(NCCCN3C(=O)c4ccccc4C3=O)c2C1=O | 1.2 | .
0.21 | Cc1ccc(N(Cc2ccc(C(=O)Nc3ccccc3C(=O)NCc3ccco3)cc2)S(C)(=O)=O)cc1C | -0.45 | -38
. | O=C(CSc1nc2[nH]ncc2c(=O)n1-c1ccccc1)NCc1cccs1 | . | -29
-0.01 | Cc1ccc(-n2nnnc2SCC(=O)Nc2ccccc2-c2ccccc2)cc1C | 0.03 | .
0.52 | COc1ccc(NC(=O)CCS(=O)(=O)c2ccc3c(c2)CCCN3C(C)=O)cc1Cl | 0.66 | .
. | CCOC(=O)Cn1nc(C)c(NC(=O)c2ccc([N+](=O)[O-])c(C)c2)c1C | . | 7
-0.53 | Cc1cc2cccc(C)c2nc1SCC(=O)N(C)c1nc(-c2ccccc2)cs1 | -0.37 | -20
0.11 | O=C(CCSc1nccn1Cc1ccccc1)N1CCOCC1 | -0.11 | 8
1.2 | COc1cccc(C(=O)CN2CCN(S(=O)(=O)c3cccc([N+](=O)[O-])c3)CC2)c1 | 0.63 | 21

Whole records, looked up by structure. Values in the order: SDO1 yeast rescue	SDO1 yeast rescue Rescue 24 h	INS promoter inh
Profile of CCOC(=O)Cn1nc(C)c(NC(=O)c2ccc([N+](=O)[O-])c(C)c2)c1C → .	.	7
Profile of O=C(CCSc1nccn1Cc1ccccc1)N1CCOCC1 → 0.11	-0.11	8
Profile of O=C(CSc1nc2[nH]ncc2c(=O)n1-c1ccccc1)NCc1cccs1 → .	.	-29
Profile of CN(C)CCCN1C(=O)C(=O)/C(=C(/O)c2ccc3c(c2)OCO3)C1c1ccco1 (configuration not stated) → .	.	46
Profile of COc1cccc(C(=O)CN2CCN(S(=O)(=O)c3cccc([N+](=O)[O-])c3)CC2)c1 → 1.2	0.63	21

Continuation:
SDO1 yeast rescue | Molecule | SDO1 yeast rescue Rescue 24 h | INS promoter inh
2.1 | CCC(CO)NCc1ccc(OCC(=O)Nc2cccc(C(F)(F)F)c2)c(OC)c1 (configuration not stated) | 1 | .
-0.68 | Cc1cc(C)n(C(=O)c2ccc(C)c(S(=O)(=O)N3CCOCC3)c2)n1 | -1.2 | .
1 | CCCC(=O)Nc1ccc(C(=O)NNC(=O)c2cccs2)cc1 | 1.1 | 10
-0.31 | O=c1oc2ccccc2c(NCc2cccc(F)c2)c1[N+](=O)[O-] | -0.59 | 11
-0.07 | Cc1noc(C)c1S(=O)(=O)N(CC(=O)Nc1ccc2c(c1)OCCO2)c1ccc(C(C)C)cc1 | 0.2 | .
-0.15 | NC(=O)CCC(NS(=O)(=O)c1ccc(Cl)cc1)C(=O)NCc1ccc(Cl)cc1 (configuration not stated) | -1.1 | 6
0.06 | O=C(Nc1c(C(=O)NCc2ccco2)cnn1-c1ccccc1)c1ccc(F)cc1 | -0.04 | .
-0.18 | Cc1cc(C)c(S(=O)(=O)NCc2ccncc2)c(C)c1 | -1 | 3
2.2 | CCC/C(=C1/C(=O)CC(C)(C)C(C(=O)OC)C1=O)N1CCCC1 (configuration not stated) | 2.9 | 10
0.46 | Cc1cc(C)nc(N2CCC(C(=O)O)CC2)n1 | 0.82 | 29
-0.09 | COc1ccc(N(CC(=O)Nc2cc(C(=O)O)ccc2C)S(=O)(=O)c2c(C)noc2C)cc1 | -0.24 | .
0.66 | Cn1c(=O)c2c(ncn2Cc2cc(-c3ccccc3)no2)n(C)c1=O | 0.27 | 67
0.91 | O=C(CN1C(=O)COc2ccccc21)NCCCN1CCc2ccccc2C1 | 1.5 | 11
0.45 | Cc1nnc2n(-c3ccccc3)c(=O)c3c4c(sc3n12)COC(C(C)C)C4 (configuration not stated) | 1.3 | 57
. | CCS(=O)(=O)NC(C)C(c1cccs1)N1CCN(c2ccc(OC)cc2)CC1 (configuration not stated) | . | -167
-1.4 | Cc1ccc2[nH]c(=O)c(-c3nc4c(C)cccn4c3NCc3ccco3)cc2c1 | -1.4 | -93

Some of the compounds tested (hit frequency here may not be typical).
